Screening results as filed in PubChem.
GAA850 FXN act – frataxin GAA850 promoter activation | HEK293 lucGAA850 FXN promoter luciferase reporter, 24 h; percent of 10 µM SAHA response | activation, % at 6 µM | AID 540364 | 360,000 tested, 0.56% active;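 active = activation above the average of all compounds screened plus 3 SD, cutoff fixed separately per campaign, cut at about 7.5% in these data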;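 also: 0% = DMSO wells and 100% = 10 µM SAHA wells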
DAX1 inh-1 – inhibits human nuclear receptor DAX1. inhibition, % at 6.75 µM. AID 504766. HEK293 Gal4-DAX1 luciferase reporter, luminescence. 340,000 tested, 0.99% active;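 active = inhibition above the mean over all tested compounds plus 3 SD, cut at about 4.2% in these data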;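 also: 0% = DAX1-transfected cells with DMSO and 100% = empty-vector control cells with DMSO; inhibition shows as a rise in luminescence from relieved DAX1 repression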
ssDAF-12 act – activates DAF-12 receptor from parasite S. stercoralis | HEK293 ssDAF-12/GRIP1 lit1-tk-luc reporter, luminescence; % of 3 µM dafachronic acid response | activation, % at 6.8 µM | 370,000 tested, 1% active | AID 652126;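 active = activation above the mean over all tested compounds plus 3 SD, cut at about 0.9% in these data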;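 also: 0% = DMSO-only wells and 100% = 3 µM delta7-dafachronic acid wells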
DAX1 inh-2 – DAX1 (NR0B1) inhibition, primary screen | HEK293T StAR-luciferase reporter, SF-1/DAX-1 repression relief | 370,000 tested, 1.1% active | inhibition, % at 6.8 µM | AID 652010;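 active = inhibition above the mean over all tested compounds plus 3 SD, cut at about 3.6% in these data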;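 also: 0% = DAX-1 cells with DMSO and 100% = cells lacking DAX-1 with DMSO; higher inhibition means more luminescence from relief of DAX-1 repression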
ADAM10 inh – ADAM10 inhibition, QFRET primary screen | O14672 | recombinant ADAM10, EDANS/DABCYL FRET peptide cleavage, 3 h | inhibition, % at 7 µM | 370,000 tested, 0.62% active;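 active = inhibition above a per-campaign cutoff equal to the mean of compounds falling between control-based bounds plus 3 SD, cut at about 20% in these data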;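 also: 0% = DMSO wells while the 100% control is not disclosed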
Target sequence (O14672 214-748 limits assumed): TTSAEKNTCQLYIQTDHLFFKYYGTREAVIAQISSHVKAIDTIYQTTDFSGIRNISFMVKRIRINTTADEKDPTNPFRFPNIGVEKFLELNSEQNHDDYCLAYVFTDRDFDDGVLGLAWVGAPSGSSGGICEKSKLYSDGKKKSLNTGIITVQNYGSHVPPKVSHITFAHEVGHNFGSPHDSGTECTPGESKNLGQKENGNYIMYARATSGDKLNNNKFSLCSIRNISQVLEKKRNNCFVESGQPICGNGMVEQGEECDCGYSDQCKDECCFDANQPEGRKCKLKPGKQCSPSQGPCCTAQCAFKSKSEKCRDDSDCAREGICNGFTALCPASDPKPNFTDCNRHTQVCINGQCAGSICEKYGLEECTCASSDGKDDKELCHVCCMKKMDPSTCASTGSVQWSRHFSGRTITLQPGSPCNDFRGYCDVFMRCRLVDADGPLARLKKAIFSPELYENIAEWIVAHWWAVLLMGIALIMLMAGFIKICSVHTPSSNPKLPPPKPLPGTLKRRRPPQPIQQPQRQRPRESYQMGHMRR
GC-B act – GC-B (human) receptor activation; HEK293-GC-B cells, CNP EC30, cGMP TR-FRET; 0% at EC30 CNP, 100% saturating CNP; activation, % at 10 µM; 370,000 tested, 0.11% active; AID 1920062;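 active = activation at 10 µM reaching about 35% in either raw or pattern-adjusted values, limit read from the data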
hgDAF12 agonist – agonists of H. glycines DAF-12 nuclear receptor; HEK293 GAL4-hgDAF12 UAS-luciferase reporter, agonist luminescence; normalized to butyrate control; activation, % at 6.8 µM; 370,000 tested, 1.8% active; AID 687014;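 active = activation above a cutoff set at the mean of all screened compounds plus 3 SD, cut at about 10% in these data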;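 also: 0% = DMSO wells and 100% = sodium butyrate wells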
SMARCA2 act – increases SMARCA2 function in MMTV reporter cells; MG213 cells, MMTV-luciferase reporter, dexamethasone, overnight; activation, % at 9.1 µM; 370,000 tested, 1% active; AID 652017; in the data active = activation above about 7.8%;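 also: 0% = vehicle wells and 100% = reference activator wells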
hcDAF12 agonist – activates DAF-12 receptor from parasite H. contortus. HEK293 hcDAF-12 lit1-tk-luc reporter, luminescence; 0% DMSO, 100% Δ7-dafachronic acid. activation, % at 6.8 µM. 370,000 tested, 1.4% active. AID 652067;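 active = activation above the mean of all tested compounds plus 3 SD, cut at about 5.5% in these data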;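 also: 100% = response to 3 µM Δ7-dafachronic acid high control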
HGIII-sPLA2 inh – Blocks human group III sPLA2 activity. QFRET BODIPY PC-A2 liposome hydrolysis, fluorescence. 370,000 tested, 0.56% active. inhibition, % at 12.2 µM;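 active = inhibition above mean plus 3 SD of compounds lying within the high and low control bounds, cut at about 19% in these data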;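 also: 0% = median of test compound wells and 100% = no enzyme DMSO wells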
Target sequence (Q9NZ20 whole entry, looked up): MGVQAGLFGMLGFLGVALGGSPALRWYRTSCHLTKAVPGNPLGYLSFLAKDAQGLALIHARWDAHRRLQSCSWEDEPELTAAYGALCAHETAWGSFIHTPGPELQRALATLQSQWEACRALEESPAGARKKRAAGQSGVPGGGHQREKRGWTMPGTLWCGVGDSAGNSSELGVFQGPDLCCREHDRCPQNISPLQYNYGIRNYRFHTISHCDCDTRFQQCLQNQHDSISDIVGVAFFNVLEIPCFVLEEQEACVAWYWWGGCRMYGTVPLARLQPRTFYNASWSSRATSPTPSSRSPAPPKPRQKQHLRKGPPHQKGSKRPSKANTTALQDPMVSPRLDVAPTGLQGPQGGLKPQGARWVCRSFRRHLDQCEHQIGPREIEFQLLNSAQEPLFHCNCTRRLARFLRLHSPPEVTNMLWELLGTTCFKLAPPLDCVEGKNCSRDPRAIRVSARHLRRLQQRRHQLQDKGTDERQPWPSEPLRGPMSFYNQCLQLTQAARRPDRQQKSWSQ
NPR1 activator – GC-A (human) enzyme activation. AID 1671463. activation, % at 10 µM. 370,000 tested, 0.14% active. HEK293 GC-A cells, cGMP TR-FRET, EC30 ANP; 0% at EC30 ANP, 100% saturating ANP. P16066; in the data active = activation above about 40%
The depositor's hits bear a star. Rows were taken by chance; 6.6% or so of the library scored in one or more.

For CC(=O)c1cccc(N(C(=O)c2ccco2)C(C(=O)NC2CCCC2)c2cccs2)c1 (stereo not given) the results were GAA850 FXN act -0.8, DAX1 inh-1 -1.7, ssDAF-12 act -0.9, DAX1 inh-2 0.0, ADAM10 inh -4, GC-B act -2, hgDAF12 agonist -0.8, SMARCA2 act 0, hcDAF12 agonist -0.1, HGIII-sPLA2 inh -4 and NPR1 activator -7.
For CCOC(=O)[C@@H]1[C@H]2COc3cc(OC)ccc3[C@@H]2N2C(=O)N(c3ccc(OC)cc3)C(=O)[C@]12C the results were GAA850 FXN act -0.1, DAX1 inh-1 -0.4, ssDAF-12 act -1.7, DAX1 inh-2 0.4, ADAM10 inh 2, GC-B act 4, hgDAF12 agonist -0.1, SMARCA2 act 0, hcDAF12 agonist -1.9, HGIII-sPLA2 inh -11 and NPR1 activator 1.
For NC(=O)C1CCN(C(=O)C23CC4CC(CC(C4)C2)C3)CC1 the results were GAA850 FXN act 1.8, DAX1 inh-1 -0.3, ssDAF-12 act -1.0, DAX1 inh-2 -0.2, ADAM10 inh -4, GC-B act 6, hgDAF12 agonist -0.7, SMARCA2 act -5, hcDAF12 agonist -0.9, HGIII-sPLA2 inh -1 and NPR1 activator 4.
Screening Cc1cc(C(=O)N/N=C/c2ccc(C)o2)c2ccccc2n1 returned GAA850 FXN act -2.5, DAX1 inh-1 -0.1, ssDAF-12 act -1.4, DAX1 inh-2 -1.4, ADAM10 inh -1, GC-B act -3, hgDAF12 agonist 4.3, SMARCA2 act 1, hcDAF12 agonist 0.1, HGIII-sPLA2 inh -5 and NPR1 activator -4.
Screening O=C(CCl)Nc1ccc(C(=O)NCC2COc3ccccc3O2)cc1 (stereo not given) returned ssDAF-12 act -2.2, DAX1 inh-2 -6.9, ADAM10 inh 3, GC-B act -1, hgDAF12 agonist -8.9, SMARCA2 act -14, hcDAF12 agonist -3.9, HGIII-sPLA2 inh 0 and NPR1 activator -2.
Screening O=C(NCc1ccncc1)C(=O)NCC1OCCN1S(=O)(=O)c1ccc(Br)cc1 (stereo not given) returned GAA850 FXN act 0.6, DAX1 inh-1 0.5, ssDAF-12 act -1.5, DAX1 inh-2 -0.9, ADAM10 inh 6, GC-B act 10, hgDAF12 agonist -1.2, SMARCA2 act 1, hcDAF12 agonist -0.9, HGIII-sPLA2 inh 2 and NPR1 activator 2.
For N=c1c(C(=O)NC2CCCCC2)cc2c(=O)n3ccccc3nc2n1Cc1cccnc1 the results were GAA850 FXN act -0.2, DAX1 inh-1 0.0, ssDAF-12 act -0.5, DAX1 inh-2 0.0, ADAM10 inh inactive, GC-B act 0, hgDAF12 agonist 1.2, SMARCA2 act 0, hcDAF12 agonist 0.9, HGIII-sPLA2 inh 3 and NPR1 activator 13.
`COc1ccc(CN2CC(COCc3ccccc3)Oc3ccccc3S2(=O)=O)cc1` (stereo not given) gave GAA850 FXN act -1.4, DAX1 inh-1 1.5, ssDAF-12 act 0.3, DAX1 inh-2 -0.1, ADAM10 inh 9, GC-B act -1, hgDAF12 agonist 4.0, SMARCA2 act -2, hcDAF12 agonist 2.2, HGIII-sPLA2 inh -6 and NPR1 activator -2.
`CCc1nnc(NC(=O)c2ccc(S(=O)(=O)NC3CCCCC3)cc2)s1` gave GAA850 FXN act 0.4, DAX1 inh-1 -1.4, ssDAF-12 act -1.5, DAX1 inh-2 0.0, ADAM10 inh -4, GC-B act -1, hgDAF12 agonist 3.6, SMARCA2 act -1, hcDAF12 agonist 0.3, HGIII-sPLA2 inh -7 and NPR1 activator 0.
For COCCn1c(SCCCc2ccccc2)nc2c1c(=O)[nH]c(=O)n2C the results were GAA850 FXN act 3.7, DAX1 inh-1 0.5, ssDAF-12 act -1.4, DAX1 inh-2 -1.4, ADAM10 inh 0, GC-B act 8, hgDAF12 agonist 0.1, SMARCA2 act -1, hcDAF12 agonist -0.2, HGIII-sPLA2 inh 9 and NPR1 activator 7.

Reprinted from the part before: 2 compounds, followed by the next part.
`CCc1nnc(NC(=O)c2ccc(S(=O)(=O)NC3CCCCC3)cc2)s1` gave GAA850 FXN act 0.4, DAX1 inh-1 -1.4, ssDAF-12 act -1.5, DAX1 inh-2 0.0, ADAM10 inh -4, GC-B act -1, hgDAF12 agonist 3.6, SMARCA2 act -1, hcDAF12 agonist 0.3, HGIII-sPLA2 inh -7 and NPR1 activator 0.
For COCCn1c(SCCCc2ccccc2)nc2c1c(=O)[nH]c(=O)n2C the results were GAA850 FXN act 3.7, DAX1 inh-1 0.5, ssDAF-12 act -1.4, DAX1 inh-2 -1.4, ADAM10 inh 0, GC-B act 8, hgDAF12 agonist 0.1, SMARCA2 act -1, hcDAF12 agonist -0.2, HGIII-sPLA2 inh 9 and NPR1 activator 7.
Screening CCCCCC(=O)N1C[C@@H](n2cc(COC(=O)c3ccccc3)nn2)[C@H](O)C[C@@H]1c1ccc(C)cc1 returned GAA850 FXN act 0.2, DAX1 inh-1 2.0, ssDAF-12 act -0.8, DAX1 inh-2 1.5, ADAM10 inh -4, GC-B act -9, hgDAF12 agonist 1.9, SMARCA2 act -2, hcDAF12 agonist 0.7, HGIII-sPLA2 inh -10 and NPR1 activator -17.
For O=C(COC(=O)/C=C/c1cccs1)Nc1cccc(S(=O)(=O)N2CCOCC2)c1 the results were GAA850 FXN act -1.1, DAX1 inh-1 0.0, ssDAF-12 act -1.5, DAX1 inh-2 0.7, ADAM10 inh 1, GC-B act 0, hgDAF12 agonist -1.6, SMARCA2 act -3, hcDAF12 agonist -2.0, HGIII-sPLA2 inh -11 and NPR1 activator 1.
For CCOC(=O)C(C)Oc1ccc2c(C)cc(=O)oc2c1C(C)=O (stereo not given) the results were GAA850 FXN act 4.8, DAX1 inh-1 1.1, ssDAF-12 act -2.1, DAX1 inh-2 -0.3, ADAM10 inh -34, GC-B act 0, hgDAF12 agonist -1.8, SMARCA2 act -4, hcDAF12 agonist -0.1, HGIII-sPLA2 inh -2 and NPR1 activator 0.
Screening CSc1ncnc2c1ncn2CCCNCc1cccc2ccccc12 returned GAA850 FXN act 0.4, DAX1 inh-1 1.5, ssDAF-12 act -0.7, DAX1 inh-2 1.1, ADAM10 inh -2, GC-B act -13, hgDAF12 agonist -2.6, SMARCA2 act 0, hcDAF12 agonist -1.7, HGIII-sPLA2 inh -9 and NPR1 activator -6.
Cc1nc(C#N)c(N/N=C/c2c(F)cccc2Cl)o1 was read as GAA850 FXN act 2.9, DAX1 inh-1 0.8, ssDAF-12 act -1.4, DAX1 inh-2 -0.4, ADAM10 inh -2, GC-B act -4, hgDAF12 agonist 4.8, SMARCA2 act 3, hcDAF12 agonist 0.6, HGIII-sPLA2 inh 6 and NPR1 activator 1.
`CCOC(=O)CSc1nnc(-c2ccc(OC)cc2OC)o1` gave GAA850 FXN act -0.1, DAX1 inh-1 -1.0, ssDAF-12 act -1.2, DAX1 inh-2 -0.5, ADAM10 inh -6, GC-B act -2, hgDAF12 agonist -2.5, SMARCA2 act -6, hcDAF12 agonist -1.4, HGIII-sPLA2 inh 0 and NPR1 activator -2.
Screening O=C(Nc1ncc2c(n1)-c1ccccc1OC2)c1ccc(Cl)cc1Cl returned GAA850 FXN act 0.3, DAX1 inh-1 0.3, ssDAF-12 act -0.8, DAX1 inh-2 0.6, ADAM10 inh -116, GC-B act -5, hgDAF12 agonist -0.4, SMARCA2 act -2, hcDAF12 agonist -0.3, HGIII-sPLA2 inh -1 and NPR1 activator -4.
`CCc1cc2c(cc(C(=O)O)n2C)s1` gave GAA850 FXN act -2.1, DAX1 inh-1 1.0, ssDAF-12 act 0.2, DAX1 inh-2 0.6, ADAM10 inh -3, GC-B act 2, hgDAF12 agonist 1.8, SMARCA2 act -1, hcDAF12 agonist 1.1, HGIII-sPLA2 inh -4 and NPR1 activator -1.
Screening CC(C)n1c(SCC(=O)Nc2ccc3c(c2)OCO3)nc2c1c(=O)n(C)c(=O)n2C returned GAA850 FXN act 2.0, DAX1 inh-1 0.9, ssDAF-12 act -0.1, DAX1 inh-2 -1.1, ADAM10 inh -2, GC-B act 2, hgDAF12 agonist 2.3, SMARCA2 act -1, hcDAF12 agonist -1.0, HGIII-sPLA2 inh 0 and NPR1 activator 6.
COC(C(=O)Nc1ccc(S(=O)(=O)Nc2ccc(C)c(C)c2)cc1)c1ccccc1 (stereo not given) was read as GAA850 FXN act -2.1, DAX1 inh-1 -1.0, ssDAF-12 act -1.6, DAX1 inh-2 -1.0, ADAM10 inh 13, GC-B act -2, hgDAF12 agonist -3.5, SMARCA2 act -3, hcDAF12 agonist 0.4, HGIII-sPLA2 inh -59 and NPR1 activator 2.
For CC1CCN(C(=O)CN(c2cccc(F)c2)S(C)(=O)=O)CC1 the results were GAA850 FXN act 1.1, DAX1 inh-1 1.8, ssDAF-12 act -0.7, DAX1 inh-2 -0.2, ADAM10 inh 0, GC-B act 4, hgDAF12 agonist 2.4, SMARCA2 act -1, hcDAF12 agonist -1.5, HGIII-sPLA2 inh -5 and NPR1 activator -4.
Screening NC(=O)C1(N2CCCCC2)CCN(Cc2ccc(Br)cc2)CC1 returned GAA850 FXN act 0.6, DAX1 inh-1 -1.0, ssDAF-12 act -0.7, DAX1 inh-2 -0.3, ADAM10 inh -1, GC-B act -10, hgDAF12 agonist -1.8, SMARCA2 act 4, hcDAF12 agonist 4.1, HGIII-sPLA2 inh 1 and NPR1 activator -6.
`Cc1nc2ccc(NS(=O)(=O)c3c(F)cc(F)cc3Br)cc2s1` gave GAA850 FXN act 1.9, DAX1 inh-1 -0.9, ssDAF-12 act -1.0, DAX1 inh-2 -1.7, ADAM10 inh -6, GC-B act -1, hgDAF12 agonist -0.2, SMARCA2 act -2, hcDAF12 agonist -2.4, HGIII-sPLA2 inh -15 and NPR1 activator -2.
`O=C(NC(=S)NC1CCSC1=O)c1cccs1` (stereo not given) gave GAA850 FXN act 1.0, DAX1 inh-1 -0.6, ssDAF-12 act -1.4, DAX1 inh-2 -0.3, ADAM10 inh -2, GC-B act -4, hgDAF12 agonist 1.4, SMARCA2 act -1, hcDAF12 agonist -0.9, HGIII-sPLA2 inh 2 and NPR1 activator -1.
For C=CCn1c(CC(=O)Nc2ccc(C)cc2C)nnc1SCC(=O)N1CCOCC1 the results were GAA850 FXN act -0.3, DAX1 inh-1 0.1, ssDAF-12 act -0.7, DAX1 inh-2 1.8, ADAM10 inh 3, GC-B act 2, hgDAF12 agonist -0.2, SMARCA2 act -2, hcDAF12 agonist -0.1, HGIII-sPLA2 inh -3 and NPR1 activator 3.
For COc1ccc(C(=O)NCC(=O)n2nc(C)cc2C)cc1OC the results were GAA850 FXN act 1.6, DAX1 inh-1 1.6, ssDAF-12 act -0.8, DAX1 inh-2 -0.2, ADAM10 inh -1, GC-B act -1, hgDAF12 agonist -0.3, SMARCA2 act 0, hcDAF12 agonist -1.6, HGIII-sPLA2 inh -3 and NPR1 activator 2.
Cc1ccc(Cn2c(C(C)Nc3nc(-c4ccc(Cl)c([N+](=O)[O-])c4)cs3)nc3cc(C(F)(F)F)ccc32)cc1 (stereo not given) was read as GAA850 FXN act 0.1, DAX1 inh-1 0.9, ssDAF-12 act -1.1, DAX1 inh-2 0.3, ADAM10 inh -2, GC-B act 3, hgDAF12 agonist 0.9, SMARCA2 act -1, hcDAF12 agonist -0.1, HGIII-sPLA2 inh 2 and NPR1 activator 10.
